Yfh1-depleted yeast – enhancers of respiration in Yfh1-depleted yeast, dose response, Friedreich's ataxia, plus single-dose screen (AID 1465) | S. cerevisiae Yfh1-off respiration, WST-1 reduction, 72 h; higher fold induction means a stronger effect | one-dose fold induction at 50 µM; EC50 in µM for titrated hits | 220,000 compounds, 0.074% hits;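 active = fold induction of absorbance versus untreated yeast above a set limit, then at least 30% activation at any dose in follow-up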;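 also: activators that raise dye reduction in frataxin-depleted yeast; strong numbers were not always called active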
Insulin prom up – MIN6 insulin promoter up-regulation; MIN6 insulin promoter-GFP reporter, high-content imaging; hits give high values; z-score at 5 µM; 190,000 compounds, 0.3% hits; AID 1625;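 active = z-score above 3 at 5 µM with at least 500 cells counted in the well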
MT stabilizer – microtubule stabilization, imaging screen. HeLa tubulin immunostaining HCS, 24 h; share of cells brighter than vehicle mean+2SD. % tubulin-high responders, % at 10 µM. 200,000 compounds, 0.83% hits. AID 2205;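 active = plate Z-score above 3 for both tubulin-high and condensed-nucleus cell shares, with cell loss under 80%, at 10 µM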;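 also: anti alpha tubulin signal scored within the nucleus-defined area of each cell; some results filed as inactive read as strong as hits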
Autophagy HCS – modulators of autophagy. MEF GFP-LC3 puncta imaging; test concentration mostly 10 µM. calls only at 10 µM (by protocol). 190,000 compounds, 0.98% hits. AID 463193;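 active = percentage of spot-positive cells more than 3 SD above its plate mean, without a fluorescence outlier flag or 80% toxicity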;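 also: spot-positive cell cutoff set from DMSO-treated cells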
WT yeast gro inh – growth inhibition of WT yeast, mitochondrial fusion screen. inhibition, % at 10 µM. AID 1362. mitochondrial fusion phenotypic screen, WT strain. 190,000 compounds, 2.1% hits; in the data active = inhibition above about 58%; tested in S. cerevisiae
human PMI inhibitors – MPI inhibition at elevated mannose 6-phosphate – biochemical, fluorescence intensity, high mannose 6-phosphate, primary screen (AID 1220). recombinant PMI enzyme, coupled fluorescence intensity; higher % means a stronger effect. one-dose inhibition, % at 20 µM; IC50 in µM for titrated hits. 190,000 compounds, 0.66% hits
Dynein cargo inh – dynein cargo transport inhibition | 3617.4 mouse cells, GR-EGFP nuclear translocation imaging; test concentration mostly 20 µM; stimulated with dexamethasone, 1 µM; hits give low values | z-score, hits read low | 220,000 compounds, 0.47% hits | AID 1381;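 active = plate z-score of nuclear minus cytoplasmic receptor signal below a set negative limit, without overly bright fluorescence or cell loss, cut at about -3.5 in these data, passing the limit was not always enough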;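 also: z-score of nuclear minus cytoplasmic ring GR-EGFP intensity difference per well; some compounds called inactive have numbers as strong as hits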
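Buffer or medium: tet-free, stripped-serum medium; Also added: dexamethasone, 1.0 µM final; Technique: high-content fluorescence imaging after fixation; Times: 48 h induction, 1 h compound, 30 min dex at 37 °C; Read-out: per-cell GR-EGFP intensity, nucleus versus surrounding cytoplasmic ring, well-averaged.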
PMI inhibitors – inhibitors of human PMI, primary screen, biochemical, fluorescence intensity, coupled assay (AID 1209); 190,000 compounds, 0.42% hits; one-dose inhibition, % at 20 µM; IC50 in µM for titrated hits; purified PMI enzyme, coupled fluorescence intensity; higher % means a stronger effect;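 also: plate controls were DMSO vehicle for no effect and wells lacking substrate for full effect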
b-catenin transl – alters nuclear translocation of beta-catenin in HeLa cells; immunofluorescence imaging; nuclear translocation activity, % at 5 µM; 190,000 compounds, 0.3% hits;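 active = nuclear translocation activity above 50% at 5 µM, with a well cell count of 50 or more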;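 also: per-cell ratio of nuclear to cytoplasmic median beta-catenin stain intensity; plate controls were DMSO negative control for no effect and GSK-3 inhibitor IX positive control for full effect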
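Test system: HeLa cells, endogenous beta-catenin; Compound: single 5 µM dose plus 0.02–20 µM confirmation series; Times: compound exposure 24 h at 37°C; Signal: fluorescence imaging of beta-catenin antibody stain plus DAPI; Read-out: % activation, nuclear-to-cytoplasmic median beta-catenin signal ratio per cell.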
WT yeast gro inh mutant strain – recorded beside WT yeast gro inh, whose call it bears; inhibition, %; mitochondrial fusion phenotypic screen, mutant strain inhibition
Dynein cargo inh cytoplasmic EGFP – further read-out of Dynein cargo inh, marked with its call; z-score; measured here: cytoplasmic GR-EGFP intensity; hits give high values
Dynein cargo inh nuclear GR-EGFP – also measured in Dynein cargo inh; calls as there; z-score; measured here: nuclear GR-EGFP intensity;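 lower value marks the stronger effect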
Dynein cargo inh cell count – also measured in Dynein cargo inh; calls as there; z-score; measured here: cell count per field
Insulin prom up cell count – further read-out of Insulin prom up, marked with its call; cell count; measured here: cytotoxicity, nuclei count;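 total cells summed across four imaged fields per well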
b-catenin transl cell count 5 µM – second read-out of b-catenin transl, no call of its own (marks repeat the call); cell count; measured here: cell count, cytotoxicity flag
MT stabilizer Hoechst-high % – further read-out of MT stabilizer, marked with its call; % Hoechst-high responders; measured here: nuclear condensation Hoechst responders;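 share of cells brighter than vehicle mean plus two SD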
MT stabilizer cytotoxicity % – further read-out of MT stabilizer, marked with its call; toxicity, %; measured here: cytotoxicity by cell density;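 0% = mean cell density of plate MIN control wells and 100% = no cells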
Autophagy HCS cell loss 18 h – second read-out of Autophagy HCS, no call of its own (marks repeat the call); toxicity, %; measured here: cell loss, nuclei count;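 cell loss after 18 h compound exposure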
* marks the source's active call; other numbers are inactive results; i = inactive; x = no result given. Rule as the data show it, unless noted: active = inhibition above about 50%; inactive = the rest.

SMILES | Yfh1-depleted yeast | Insulin prom up | Insulin prom up cell count | MT stabilizer | MT stabilizer Hoechst-high % | MT stabilizer cytotoxicity % | Autophagy HCS | Autophagy HCS cell loss 18 h | WT yeast gro inh | WT yeast gro inh mutant strain | human PMI inhibitors | Dynein cargo inh | Dynein cargo inh cytoplasmic EGFP | Dynein cargo inh nuclear GR-EGFP | Dynein cargo inh cell count | PMI inhibitors | b-catenin transl | b-catenin transl cell count 5 µM
Cc1c(NC(=O)C2CCN(S(=O)(=O)c3ccccc3)CC2)c(=O)n(-c2ccccc2)n1C | i | 0.12 | 1270 | 3.5 | 2.1 | 4.2 | i | -2 | 5 | -3 | -2% | -0.12 | -0.091 | 0.28 | -0.39 | 5% | -1.0 | 1209
CCOC(=O)C1CCCN(CCC(C)c2ccccc2)C1 (stereo unspecified) | i | -0.05 | 1225 | 2.4 | 2.0 | 2.7 | i | -1 | -4 | -12 | 11% | 0.91 | 0.087 | 1.5 | -2 | 15% | -4.4 | 1193
O=C(N/N=C\c1cccnc1)C1c2ccccc2Oc2ccccc21 | i | -0.43 | 1263 | 1.3 | 1.0 | 2.4 | i | -5 | 0 | -20 | 0% | 0.0098 | -0.18 | 0.086 | 0.38 | 3% | 0.0 | 1045
Cc1ccc(S(=O)(=O)N(C)c2c(C)ccc(S(=O)(=O)NC(C)(C)C)c2C)cc1 | i | x | x | 1.6 | 1.4 | 7.3 | i | 14 | 13 | 3 | 9% | 0.25 | -0.28 | 0.32 | -0.12 | 6% | -1.6 | 942
CC(=O)Nc1ccc(NC(=O)c2ccco2)cc1 | i | 0.03 | 958 | 1.5 | 1.6 | 3.2 | i | 43 | 3 | 4 | 4% | 0.34 | -0.14 | 0.4 | -0.18 | 9% | -4.6 | 1199
Cc1ccc(C(C[N+](=O)[O-])c2c(N)n(C)c(=O)n(C)c2=O)cc1 (stereo unspecified) | i | -2.1 | 695 | x | x | x | x | x | x | x | x | -2.8 | 0.61 | -1.1 | -0.34 | x | -0.4 | 1293
Cc1ccc(S(=O)(=O)Cn2nnnc2CN(Cc2ccco2)Cc2cccs2)cc1 | i | x | x | 2.2 | 3.1 | 5.5 | i | 2 | 37 | 10 | -2% | -0.51 | -0.21 | -0.57 | 1.7 | -1% | 0.5 | 1169
O=S(=O)(c1ccc2c(c1)OCCO2)N1CCC(n2cnc3cc(F)ccc32)CC1 | i | -0.4 | 929 | 2.6 | 1.3 | 7.8 | i | 18 | 11 | 6 | 9% | -1.1 | -0.2 | -0.4 | 0.84 | 11% | 3.7 | 1406
COc1ccc(-n2nnnc2SCC(=O)c2ccc3c(c2)OCCO3)cc1 | i | x | x | 2.6 | 2.5 | 7.5 | i | 2 | -8 | 11 | 2% | 0.57 | -0.27 | 0.15 | 0.82 | 2% | 0.9 | 900
CN(NC(=O)C1CC(=O)N(c2ccccc2)C1)C1=NS(=O)(=O)c2ccccc21 (stereo unspecified) | i | 0.66 | 1295 | 6.7 | 1.1 | 5.6 | i | -4 | -7 | 9 | 7% | 1.7 | -0.37 | 0.59 | -0.23 | 4% | -0.8 | 1085
COc1cc(C(=S)N2CCN(c3cccc(Cl)c3)CC2)ccc1O | i | x | x | 24* | 59* | 31* | i | 18 | 32 | 39 | 34% | -0.75 | -0.25 | -0.26 | 1.1 | 59%* | 50* | 269*
O=S(=O)(NCCSc1ccccc1)c1ccc(F)cc1 | i | 0.53 | 1179 | 2.0 | 1.8 | 8.6 | i | -6 | 5 | -32 | -4% | 0.37 | -0.14 | 0.58 | -1.1 | 2% | x | x
CCCOc1ccc(-c2nn(-c3ccccc3)cc2/C=C2\SC(N)=NC2=O)cc1C | i | -0.58 | 1217 | 5.5 | 2.2 | 5.7 | i | 16 | -24 | 6 | 3% | -0.5 | -0.24 | 0.091 | -0.19 | 10% | 0.5 | 1093
CC(NC(=O)c1ccc(Br)cc1)c1ccccc1 (stereo unspecified) | i | 0.02 | 1433 | 2.3 | 4.1 | 9.8 | i | -14 | 42 | 19 | -11% | -0.81 | -0.26 | -0.8 | 1.2 | -15% | x | x
COc1ccc(C)cc1Nc1ccc(C(=O)O)cc1[N+](=O)[O-] | i | -0.37 | 1091 | 3.6 | 1.7 | 7.4 | i | 2 | -6 | -3 | -3% | -0.76 | -0.3 | -0.39 | 0.46 | -11% | 0.9 | 1064
CN1CCc2c(sc(/N=C/c3c[nH]c4ccccc34)c2C#N)C1 | i | 0.4 | 1089 | x | x | x | x | x | x | x | x | 0.22 | -0.018 | 0.026 | -0.27 | x | 0.1 | 1222
Cc1cc(Cl)ccc1NC(=O)NC1CCN(S(=O)(=O)c2ccc(F)cc2)CC1 | i | x | x | 2.1 | 1.4 | 12 | i | -3 | 16 | -7 | -6% | -0.58 | -0.15 | -0.13 | 0.91 | -1% | 0.3 | 1084
Cc1ccc(OC(=O)c2cc3ccccc3o2)cc1 | i | x | x | 1.2 | 1.7 | 6.8 | i | -2 | x | x | 7% | -0.31 | 0.019 | -0.038 | 0.38 | 12% | x | x
CC(C)(C)C1CCC(=NOC(=O)c2ccc(F)cc2)CC1 (stereo unspecified) | i | 0.26 | 1277 | 2.5 | 2.2 | 9.3 | i | -9 | 98* | 96* | -8% | -0.72 | -0.26 | -0.29 | 1.3 | -12% | 1.8 | 1061
CCc1ccccc1NC(=O)N1CCC(NC(=O)C(Cc2ccccc2)NC(C)=O)CC1 (stereo unspecified) | i | -1.1 | 1538 | 1.5 | 1.9 | 8.7 | i | 3 | -9 | 5 | -15% | -1.3 | -0.32 | -0.74 | 0.76 | -12% | 0.8 | 976
CCOC(=O)c1c(-c2ccc(C)o2)csc1NC(=O)CN1CCC(C(N)=O)CC1 | i | -0.57 | 1163 | 5.3 | 3.2 | 6.4 | i | -7 | -27 | 3 | 0% | -1.3 | 0.039 | -0.4 | -0.42 | 1% | 0.3 | 1082
O=C1OC(N2CCN(Cc3ccccc3)CC2)c2ccccc21 (stereo unspecified) | i | x | x | 3.9 | 1.6 | 6.4 | i | 2 | x | x | x | 1.5 | -0.21 | 0.83 | -1.6 | x | x | x
COc1ccc(-c2[nH]ncc2CN2CCC(OCc3cccnc3)CC2)c(F)c1 | i | 0.32 | 1452 | 3.2 | 2.6 | 8.5 | i | -3 | -6 | -15 | -3% | -0.23 | -0.33 | 0.4 | -0.38 | 0% | -0.2 | 1067
CCOC(=O)c1ccc2c(c1)C(=O)N(C1CCCCC1)C2=O | i | 0.86 | 1472 | 3.2 | 1.9 | 8.1 | i | 12 | 26 | -4 | 5% | -0.76 | -0.23 | -0.049 | 1.4 | 3% | -5.0 | 980
Cc1oc2nc(SCC(=O)NCc3cccnc3)nc(N)c2c1C | i | x | x | 3.7 | 1.9 | 5.4 | i | 6 | 16 | 23 | 4% | -0.2 | -0.25 | 0.2 | 1.2 | 4% | x | x
O=C(Nc1cc2c(cc1Cl)OCCO2)c1ccco1 | i | x | x | 1.5 | 1.4 | 1.3 | i | 1 | 14 | 6 | 7% | 0.91 | -0.17 | 0.77 | -0.65 | -2% | -1.5 | 1166
N#C/C(=C\c1ccc(F)cc1)c1nc(-c2ccco2)cs1 | i | -0.08 | 1371 | 2.4 | 2.9 | 1.4 | i | 1 | 11 | -5 | -7% | 0.17 | 0.32 | 0.35 | -0.1 | -10% | -1.1 | 542
CC1CN(c2oc(-c3cccs3)nc2C#N)CC(C)O1 (stereo unspecified) | i | 0.3 | 1296 | 4.4 | 2.7 | 5.0 | i | 7 | 10 | -6 | -6% | -1.2 | -0.3 | -0.38 | 0.25 | 0% | 0.3 | 1338
C=CCSc1n[nH]c(-c2cccs2)n1 | i | 0.23 | 1352 | x | x | x | x | x | x | x | x | 0.11 | -0.25 | -0.21 | 0.22 | x | 1.4 | 1122
COc1ccc(OCc2nnc(SCC(=O)N3CCOCC3)o2)cc1 | i | -0.17 | 1564 | 1.4 | 0.8 | 10 | i | -15 | -4 | -12 | -6% | -0.21 | -0.33 | -0.6 | 0.19 | -1% | 1.1 | 1447
O=C(CSc1nnc(-c2ccncc2)o1)Nc1ccccc1Cl | i | 0.26 | 1262 | 1.7 | 2.0 | 5.3 | i | 14 | -3 | 0 | 4% | 0.2 | -0.24 | 0.33 | -0.22 | 8% | -0.6 | 1101
Fc1ccc(NC(=S)N2CCc3[nH]c4ccccc4c3C2)cc1 | i | 0.2 | 1393 | x | x | x | x | x | x | x | x | -0.54 | -0.2 | -0.24 | 0.49 | x | -0.4 | 1220
Cc1ccc(C(=O)NNC2=Nc3cc([N+](=O)[O-])ccc3OC2)cc1 | i | 0.54 | 1541 | x | x | x | x | x | x | x | x | 0.99 | -0.24 | 0.17 | -0.5 | x | 0.3 | 1343
COc1ccc(/C=C/C(=O)NC(=S)Nc2cc3oc4ccccc4c3cc2OC)cc1 | i | 0.08 | 1300 | 0.9 | 2.2 | 8.3 | i | 5 | -16 | -6 | 6% | -0.14 | -0.22 | 0.34 | -0.8 | 6% | -2.0 | 1060
O=C(CNC(=O)Cc1ccccc1)NCC(=O)OCc1ccccc1 | i | 0.25 | 1502 | 0.5 | 1.8 | 8.8 | i | -2 | 4 | 17 | 10% | -0.056 | -0.19 | -0.15 | 0.025 | 9% | -1.2 | 1359
